# TRHR agonist – TRH receptor (human) agonism; AID 493084; 0.18% of 360,000 active; P34981; activation, % at 2 µM; TRHR cells, calcium flux fluo-8, FDSS agonist mode; in the data active = activation above about 30%; also: 0% is about no effect
#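 TRHR-expressing cells loaded with fluo-8 calcium dye; 23 nL library compound pin-transferred, kinetic FDSS fluorescence (Ex 480/Em 530) recorded about 180 s for agonist-induced calcium release, before a 10 nM TRH EC20 addition for potentiator mode.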
# TrxR1 inh – inhibitors of rat thioredoxin reductase 1 | AID 588453 | Potency, µM (highest dose often 114 µM), without a hit: top-dose activity change, negative = inhibition, usual class: inhibitors | recombinant rTrxR1, NADPH fluorescence consumption, selenite substrate | O89049 | 1% of 390,000 active; also: potency is read from the fitted curve at half-maximal effect; % is scaled to controls: 0 for no effect and ±100 for the full control effect; nearly all actives have a fitted effect of over 65% in size
# Target sequence (O89049 whole entry, looked up): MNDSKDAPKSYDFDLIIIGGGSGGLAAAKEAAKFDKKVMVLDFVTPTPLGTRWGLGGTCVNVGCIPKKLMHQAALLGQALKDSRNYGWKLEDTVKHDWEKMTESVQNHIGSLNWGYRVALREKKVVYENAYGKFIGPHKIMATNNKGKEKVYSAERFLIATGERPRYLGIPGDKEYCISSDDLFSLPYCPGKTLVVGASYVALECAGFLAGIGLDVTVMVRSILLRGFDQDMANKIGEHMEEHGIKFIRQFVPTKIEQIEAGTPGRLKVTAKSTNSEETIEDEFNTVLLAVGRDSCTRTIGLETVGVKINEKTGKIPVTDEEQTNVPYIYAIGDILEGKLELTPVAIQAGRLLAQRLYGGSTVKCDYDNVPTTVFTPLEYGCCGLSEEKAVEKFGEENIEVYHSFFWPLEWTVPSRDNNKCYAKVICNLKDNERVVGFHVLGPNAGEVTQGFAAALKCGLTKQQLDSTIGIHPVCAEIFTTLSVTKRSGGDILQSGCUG
#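 Rat TrxR1 (90 nM in the dispensed reagent) was pre-reduced with 400 uM NADPH for 5 min at room temperature, then incubated with compound for 15 min. After 400 uM selenite was added, NADPH fluorescence (Ex 340/Em 450 nm) was followed for 8 min.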
# USP1 inh – USP1/UAF1 (human) deubiquitinase inhibition; recombinant USP1/UAF1, Ub-Rhodamine cleavage fluorescence; 0.23% of 390,000 active; Potency, µM (highest dose often 57.1 µM), for inactives: at the highest dose activity change, negative = inhibition, hits mostly inhibitors; AID 743255; also: potency is read from the fitted curve at half-maximal effect; % is scaled to controls: 0 for no effect and ±100 for the full control effect; nearly all actives have a fitted effect of over 60% in size; inactives centre near -12
#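 High-throughput fluorogenic screen: 1nM USP1/UAF1 complex, Ub-Rho substrate 150nM final, 50mM HEPES pH 7.8 with 0.5mM EDTA, 0.1 mg/ml BSA, 1mM TCEP and 0.01% Tween-20.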
# PI4K2A inh – inhibitors of human PI4K2A; Q9BTU6; purified PI4K2A, ADP-Glo luminescence, 1 h; hits give low values; activity change, negative = inhibition, % at 76.9 µM; 0.13% of 420,000 active; AID 1346378; in the data active = activity change below about -50%; inconclusive = mostly about -30% to -49%;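 also: -100% = wells without enzyme as full effect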
#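 In this quantitative HTS, ADP production by PI4K2A was quantified luminescently after 1 h at ambient temperature; 100 microM adenosine served as plate-quality control.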
# D2 agonist – activates the human D2 dopamine receptor. P14416. HEK293 T-REx D2 cells, calcium flux agonist mode. activation, % at 2 µM. 0.53% of 340,000 active. AID 485358;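 active = activation over 3 SD above normal in the single-dose calcium agonist read, cut at about 30% in these data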; also: 0% is about no effect
#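 Agonism scored from kinetic calcium signal (1 read/sec, 180 s) following compound pin transfer, after a 10 s baseline. Cells: HEK293 Trex line expressing inducible D2 receptor coupled to calcium, dye-loaded after overnight culture at 30 C.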
# D2 antag – antagonizes the human D2 dopamine receptor; HEK293 TREx D2 cells, calcium flux, dopamine EC80; inhibition, % at 10 µM; 2% of 340,000 active; in the data active = inhibition above about 30%; also: 0% is about no effect
#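 Compounds are added to dye-loaded, induced HEK293 T-REx cells coupled to calcium release via D2; after a 3 min kinetic read an EC80 dopamine stimulus is given and fluorescence is recorded for 3 more min.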
# mIDH1 inhibitor – blocks human mutant IDH1 R132H enzyme. 0.093% of 390,000 active. IDH1-R132H enzyme, NADPH consumption, diaphorase/resazurin fluorescence. Potency, µM (top dose mostly 76.6 µM), for the others: at the top dose activity change, negative = inhibition, most hits filed as inhibitors. O75874; also: potency is read from the fitted curve at half-maximal effect; % is scaled to controls: 0 for no effect and ±100 for the full control effect; nearly all actives have a fitted effect of over 65% in size
# Target sequence (O75874 whole entry R132H, stated change not applied): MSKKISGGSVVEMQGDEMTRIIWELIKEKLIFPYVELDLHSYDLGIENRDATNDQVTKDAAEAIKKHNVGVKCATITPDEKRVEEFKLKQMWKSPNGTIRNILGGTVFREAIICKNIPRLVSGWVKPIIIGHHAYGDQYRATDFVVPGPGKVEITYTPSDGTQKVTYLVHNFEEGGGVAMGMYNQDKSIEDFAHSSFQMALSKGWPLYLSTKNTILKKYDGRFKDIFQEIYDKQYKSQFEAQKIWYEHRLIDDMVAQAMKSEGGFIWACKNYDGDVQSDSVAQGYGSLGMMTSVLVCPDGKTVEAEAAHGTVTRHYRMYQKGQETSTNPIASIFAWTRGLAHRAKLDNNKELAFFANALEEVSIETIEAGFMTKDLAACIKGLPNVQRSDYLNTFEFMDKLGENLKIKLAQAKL
#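 IDH1-R132H (0.5 ug/mL) preincubated 30 min with compound, then NADPH (0.016 mM) and alpha-KG (2 mM) added; 80 min at RT, pH 7.5. Remaining NADPH coupled via diaphorase/resazurin to fluorescence (540/590 nm); concentration-response curves normalized to no-enzyme control.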
# TRHR PAM – allosterically enhances the human TRH receptor. 0.66% of 360,000 active. TRHR cells, fluo-8 calcium fluorescence, EC20 TRH enhancement. enhancement, % at 2 µM. P34981. AID 493056; in the data active = enhancement above about 30%; also: 0% is about no effect
#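 TRHR-expressing cells loaded with fluo-8 calcium dye were read kinetically (ex 480/em 530) during compound addition, then stimulated with an EC20 of TRH (10 nM final). Enhancement of the Gq-mediated intracellular calcium response was scored.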
# TrxR1 substrate – substrates of rat thioredoxin reductase 1. O89049. purified TrxR1 substrate turnover, NADPH consumption readout. Potency, µM (titrated, usually from 114 µM), for the others: at the highest dose activity change, negative = substrate turnover. 0.01% of 390,000 active; also: potency is read from the fitted curve at half-maximal effect; % is scaled to controls: 0 for no effect and ±100 for the full control effect; nearly all actives have a fitted effect of over 50% in size
#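 Rat TrxR1, dispensed at 90 nM, was prereduced with 400 uM NADPH (final) for 5 min at ~22 deg C, then incubated with compound 15 min before 400 uM selenite. A first-read NADPH fluorescence drop versus no-compound background flagged substrates.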
# The depositor's hits bear a star; ? = inconclusive; · = not tested or not shown; & = joins results of further samples; [ ] = another dose, or the depositor's remark. Unless noted, calls follow the shape of the dose curve; as a rule, active = well fitted inhibition curve with a large enough effect; inconclusive = small, poorly fitted or top-dose-only effect; inactive = no such curve, though single readings can be large or run the other way.
SMILES,TRHR agonist,TrxR1 inh,USP1 inh,PI4K2A inh,D2 agonist,D2 antag,mIDH1 inhibitor,TRHR PAM,TrxR1 substrate
Cc1csc(NC(=O)CSc2nc(C(C)C)nc3ccccc23)n1,-0.9,5.4%,?,-2.0,5.9,2.6,-2.8%,-4.3,-5.2%
O=c1ccc(-c2ccc(S(=O)(=O)Nc3cccc([N+](=O)[O-])c3)s2)n[nH]1,-0.3,4.9%,-18.8%,-5.4,-1.2,3.4,0.0%,-3.1,-1.5%
CCOc1ccc(NC(=O)C(CC(=O)O)Cc2ccc(Br)cc2)cc1 (stereo unspecified),0.3,14.6%[57.1 µM],-14.2%,1.7,0.5,-0.4,-0.7%,1.2,-8.1%
O=C(Cn1nnc2ccccc2c1=O)NC1CCCCC1,0.2,17.6%,-16.9%,5.1,0.0,-15.8,12.7%,2.4,7.0%
O=C(NCc1ccc(F)cc1)C1CCN(C(=O)c2cnn(-c3ccccc3)c2-n2cccc2)CC1,-1.5,14.4%,-25.4%,2.8,0.4,·,-7.0%,-2.8,2.8%
CCOC(=O)COc1nc(C)cc(C(F)(F)F)c1C#N,0.4,14.9%[57.1 µM],-6.0%,-4.2,1.6,8.5,0.0%,-3.7,59.5%[activator][57.1 µM]
Cc1cccc(NC(=O)/C(C#N)=C/c2ccco2)c1,-0.9,15.7%,-12.8%,1.8,·,·,-10.8%,5.8,1.9%
Cc1nc2c(-c3ccccc3)c(C)nn2c(C)c1CCC(=O)NCc1cccc(Cl)c1,0.2,15.5%,-26.3%,1.7,1.3,·,-3.2%,3.8,7.2%
O=C(Nc1ccc(F)cc1)Nc1ccc([N+](=O)[O-])cn1,-0.6,19.5%[57.1 µM],-29.6%,3.5,1.7,-0.9,5.6%,6.1,2.3%[57.1 µM]
O=C(c1ccc2c(c1)OCCO2)N1CCN(c2ccccn2)CC1,0.1,14.0%,-9.4%,4.3,1.3,-13.4,-3.9%,10.7,6.5%
COc1ccc(CCN2C(=O)CC(C(C)c3ccccc3)C2=O)cc1OC (stereo unspecified),0.5,11.0%[57.1 µM],-8.0%,2.0,2.0,3.4,2.2%,-5.3,5.3%[57.1 µM]
COc1ccc(N2CCN(C(=O)c3ccc(CS(=O)(=O)c4ccc(Br)cc4)o3)CC2)cc1,0.0&-0.2,4.3%&14.5%,?,4.8&0.4,-0.1&-1.8,-5.3,4.4%&0.0%,-2.8&7.6,0.0%&5.5%
CC(=O)c1cccc(NC(=O)c2c(-c3c(F)cccc3Cl)noc2C)c1,0.0,-4.9%,-17.1%,-4.6,-0.3,-19.4,-1.7%,3.5,-8.5%
O=C(Nc1ccc(CSc2ccccc2)cc1)c1ccc(CN2CCOCC2)cc1,1.5,1.2%,-11.1%,-1.5,0.9,-6.8,-2.3%,-3.3,1.6%
COc1ccccc1C(=O)N=C1SC2CS(=O)(=O)CC2N1c1ccccc1 (stereo unspecified),-1.4,6.8%[57.1 µM],-10.8%,1.2,·,·,8.9%,1.5,-4.6%
O=C(CCCc1c[nH]c2ccccc12)Nc1ccc2ccccc2c1,0.0,5.4%,-1.5%,-2.5,-0.7,-2.6,1.8%,-0.6,0.2%
Cc1c(-n2c(=S)[nH]c3ccccc3c2=O)c(=O)n(-c2ccccc2)n1C,0.4,-0.2%,-2.3%,5.5,1.1,-12.3,-1.4%,5.1,-0.3%
O=C(COC(=O)c1ccccc1[N+](=O)[O-])Nc1cccnc1Cl,0.0,-0.6%[57.1 µM],-5.8%,1.5,-0.3,-13.7,0.2%,-5.3,-0.6%[57.1 µM]
Cc1csc(SCC(=O)NC(=O)NCc2ccccc2)n1,-2.9,-18.7%,0.5%,2.1,0.1,9.4,-0.6%,3.4,-14.3%
OCc1ccccc1N=Cc1cccnc1,0.3,17.0%,3.7%,1.1,2.3,0.8,13.0%,14.6,5.0%[0.457 µM]
COc1ccc(C(=O)CCN2CCN(c3ccccc3F)CC2)cc1,0.7,1.58µM*,-10.3%,12.7,28.4,81.5*,-6.2%,1.9,3.9%
CC(=O)n1cc(/C=N/NC(=O)c2ccc(Cl)cc2)c2ccccc21,0.6,16.9%,-19.9%,-2.5,1.3,29.3,3.3%,0.5,3.9%
CSCCNC(=O)Nc1c(-c2c(Cl)cccc2Cl)noc1C,-0.4,24.2%,-18.2%,-10.4,0.5,-1.9,6.0%,1.0,7.6%
Cc1ccc(OCC(=O)OCC(=O)c2c(N)n(C)c(=O)n(C)c2=O)cc1C,0.6,-0.2%,-9.3%,5.7,·,·,-2.2%,-4.9,-6.3%
Cc1ccc(C(=O)N[C@H](C(=O)NC2CCCCC2)C(C)C)cc1,·,17.7%,-20.2%,1.6,·,·,6.0%,·,7.3%
CCOC(=O)C(Cc1ccccc1)NC(=O)CNC(C)=O (stereo unspecified),-0.3,22.2%,-3.0%,-1.8,-0.2,5.7,2.7%,11.0,8.7%
NC(=O)C1CCN(CCC(=O)Nc2ccc(F)c(F)c2)CC1,1.4,14.3%[57.1 µM],-0.5%,-0.6,0.6,4.2,7.1%,12.8,-12.7%
COc1ccc(N2CC(NC(=O)C3CCCCC3)CC2=O)cc1OC (stereo unspecified),-0.2,20.5%[57.1 µM],-19.0%,3.8,1.3,·,1.6%,-3.3,5.4%[57.1 µM]
CCOC(=O)c1[nH]c2ccccc2c1NC(=O)c1ccc(C)c(C)c1,-0.2,6.0%,-14.7%,-0.5,-0.2,·,-10.4%,-9.3,5.6%
O=C(Nc1nnc(S(=O)(=O)N2CCOCC2)s1)c1cccc(F)c1,0.1&0.7,6.3%[57.1 µM],-24.8%&-2.5%,-1.3&1.1,-0.4&-0.9,7.4,17.1%&31.7%,-3.5&1.5,0.2%[57.1 µM]
Cc1ccc(S(=O)(=O)NCCC(=O)NCC(c2cccs2)N(C)C)cc1C (stereo unspecified),-0.1,18.6%,-15.6%,0.7,0.0,-19.6,7.9%,2.4,3.1%
CC(NC1=CC(=O)c2cccnc2C1=O)C(O)c1ccccc1 (stereo unspecified),·,29.9%[11.4 µM],5.62µM*,?,·,·,18.5%,·,7.4%[11.4 µM]
COc1ccc(NC(=O)CSc2nnc(CNC(=O)c3ccco3)n2-c2ccccc2OC)cc1,·,-15.1%,-14.3%,-0.1,·,·,0.9%,·,-4.3%
CCSc1nc2cc(OC)c(OC)cc2c(=O)n1CCc1ccccc1,0.2,3.1%,?,-0.7,·,·,-4.6%,-21.6,11.9%[57.1 µM]
Cc1nn(C)cc1-c1csc(N)n1,-0.2,134.7%,?,7.9,0.6,-7.9,-0.6%,-2.4,6.3%[57.1 µM]
O=[N+]([O-])c1ccc(N/N=C\c2cccn2-c2ccccc2)nc1,9.8,-2.1%,-6.3%,0.2,9.8,12.6,-1.0%,-1.6,-2.7%
CN1C(=O)[C@@H]2[C@@H]3C[C@@H]([C@H]4ON=C(c5ccccc5OCC#N)[C@@H]34)[C@@H]2C1=O,0.2,9.1%,-9.5%,5.6,0.8,-10.1,-3.8%,5.4,5.1%
Cc1nn(Cc2c(F)c(F)c(F)c(F)c2F)c(C)c1NC(=O)c1ccc(COc2ccc(Cl)cc2Cl)o1,1.0,17.7%,-21.5%,-10.9,-0.3,-1.6,-1.5%,11.2,-3.3%
CN(C)c1ccc(CNC(=O)C2CCN(c3nnc(-n4cccc4)s3)CC2)cc1,-1.8,15.6%,-20.3%,2.0,-0.2,·,6.1%,14.6,9.5%
CCCC[n+]1ccn(-c2nc3c([N+](=O)[O-])cccc3n2C)c1,0.5,-17.2%,-13.7%,0.7,0.3,34.1*,-8.4%,-0.7,-15.3%
CCOc1cc(C2C(C(N)=O)=C(C)Nc3ncnn32)cc(Br)c1O (stereo unspecified),0.4,6.2%[57.1 µM],-18.6%,-3.4,0.1,·,-4.3%,3.6,-0.9%[57.1 µM]
CCC(=O)Nc1cccc(SC)c1,0.6,-14.0%,-2.2%,-6.5,1.5,11.3,0.3%,8.4,-10.6%
COc1ccc(C(=O)Nc2nc3n(n2)C(c2ccc(Cl)cc2)C=C(c2ccccc2)N3)cc1OC (stereo unspecified),30.4*,?,-26.8%,-0.4,9.5,·,4.8%,7.4,2.8%
Cc1cc(C)cc(OCC(=O)NCCc2nc3ccccc3[nH]2)c1,-1.7&-0.9,10.5%[57.1 µM],?,-1.5&4.1,-1.0&-0.7,7.4,-6.7%,8.6&4.0,0.9%[57.1 µM]
O=[N+]([O-])c1ccccc1/C=C/CN1CCCCC1,0.0,5.6%,4.9%,2.2,0.3,36.4*,2.2%,-3.1,6.5%
Cc1ccc(C(=O)NN2C(=O)C3C4c5ccccc5C(c5ccccc54)[C@@H]3C2=O)cc1 (stereo partly specified),-0.5,-2.6%,-13.1%,0.2,-0.6,1.3,5.0%,-7.7,-2.4%
COc1ccc(S(=O)(=O)N2CCC(C(=O)NCC(c3cccs3)N(C)C)CC2)cc1 (stereo unspecified),-0.2,9.5%,-1.0%,2.8,0.1,-11.8,2.2%,3.0,7.0%

# A second format for two compounds above:
CC(NC1=CC(=O)c2cccnc2C1=O)C(O)c1ccccc1 (stereo unspecified)
  TRHR agonist = ·; TrxR1 inh = 29.9%[11.4 µM]; USP1 inh = 5.62µM*; PI4K2A inh = ?; D2 agonist = ·; D2 antag = ·; mIDH1 inhibitor = 18.5%; TRHR PAM = ·; TrxR1 substrate = 7.4%[11.4 µM]
COc1ccc(NC(=O)CSc2nnc(CNC(=O)c3ccco3)n2-c2ccccc2OC)cc1
  TRHR agonist = ·; TrxR1 inh = -15.1%; USP1 inh = -14.3%; PI4K2A inh = -0.1; D2 agonist = ·; D2 antag = ·; mIDH1 inhibitor = 0.9%; TRHR PAM = ·; TrxR1 substrate = -4.3%

# Screening results deposited in PubChem BioAssay by National Center for Advancing Translational Sciences (NCATS).
